L929 necroptosis: inhibitors of zVAD-triggered necroptosis, primary screen, L929 cells. AID 1377, 2008. 220,000 tested, 0.38% active. L929 zVAD necroptosis rescue, ATP luminescence, 24 h; with zVAD 60 µM. viability rescue, % at 10 µM;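 active = activation, scaled between plate controls, above about 75%, limit read from the data; inactive = activation under that limit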;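 also: 0% = zVAD with DMSO and 100% = DMSO alone without zVAD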
Mdm2 ligase inh: MDM2-luciferase reporter signal enhancers, primary screen, MDM2 E3 ligase inhibitor project, cell-based, luminescence, 1536-well. E3 ubiquitin-protein ligase Mdm2 (Homo sapiens), Q00987. cell-based MDM2 ubiquitination luciferase reporter, 2 h; 0 = plate control, 100 = twice control, blank-subtracted. signal enhancement, % at 5 µM. 210,000 tested, 0.11% active;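 active = signal enhancement of 30% or more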;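 also: luminescence tracks abundance of the self-degrading MDM2-luciferase fusion protein; higher signal means inhibition of MDM2 E3 ligase activity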
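test system = mammalian cells stably expressing self-ubiquitinating, self-degrading MDM2 E3–luciferase fusion | quantity = 2000 cells/well | incubation = cell settling 4 h, compound treatment 2 h, both 37 °C | signal = luminescence with SteadyLite reagent, 15 min at room temperature | evaluation = % enhancement relative to plate controls after blank subtraction | benchmarks = plate controls and plate blanks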
Runt-SMMHC FRET: inhibitors of RUNX1 Runt–CBFb-SMMHC binding, primary screen, biochemical, FRET, Cerulean-Runt, Venus-CBFb-SMMHC, uHTS; Runt-related transcription factor 1 (Homo sapiens) + Core-binding factor subunit beta …; 220,000 tested, 0.74% active; AID 1434, 2008; Cerulean-Runt/Venus-CBFb-SMMHC FRET ratio 530/480, 1 h; inhibition, % at 20 µM;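 active = mean inhibition across duplicate retests at 20 µM reaching about 50%, limit read from the data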;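 also: 0% = DMSO wells and 100% = wells with excess untagged CBFb-SMMHC; inhibitors lower the FRET ratio by blocking Runt binding to CBFb-SMMHC; some results filed as inactive read as strong as hits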
Target sequence (Q01196 whole entry, looked up): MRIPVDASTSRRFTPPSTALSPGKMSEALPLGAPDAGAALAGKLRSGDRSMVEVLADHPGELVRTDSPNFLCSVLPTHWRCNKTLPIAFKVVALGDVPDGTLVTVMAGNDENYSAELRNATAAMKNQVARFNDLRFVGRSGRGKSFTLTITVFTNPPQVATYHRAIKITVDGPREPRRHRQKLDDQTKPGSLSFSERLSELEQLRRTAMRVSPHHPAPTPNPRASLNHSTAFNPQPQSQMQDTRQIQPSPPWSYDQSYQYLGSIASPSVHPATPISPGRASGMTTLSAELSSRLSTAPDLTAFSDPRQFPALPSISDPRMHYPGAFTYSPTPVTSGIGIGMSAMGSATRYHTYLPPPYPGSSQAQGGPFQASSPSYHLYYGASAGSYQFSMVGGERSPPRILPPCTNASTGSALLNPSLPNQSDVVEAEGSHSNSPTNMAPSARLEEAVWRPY
Target sequence (Q13951 whole entry, looked up): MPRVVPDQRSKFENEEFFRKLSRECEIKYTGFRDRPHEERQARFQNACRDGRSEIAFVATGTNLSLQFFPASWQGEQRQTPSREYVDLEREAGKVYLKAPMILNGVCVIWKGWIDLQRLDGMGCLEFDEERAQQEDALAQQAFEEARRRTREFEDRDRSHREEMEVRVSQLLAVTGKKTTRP
14-3-3 Bad PPI: inhibitors of 14-3-3 zeta/Bad binding, primary screen, biochemical, TR-FRET, bovine 14-3-3 zeta | 14-3-3 protein zeta/delta (Bos taurus), P63103 | TR-FRET 14-3-3zeta/Dy647-pBad peptide displacement, 1 h | inhibition, % at 21.7 µM | 220,000 tested, 0.71% active | AID 781, 2007;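 active = inhibition above about 70%, limit read from the data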;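 also: 0% = full 14-3-3 plus peptide FRET controls and 100% = background without 14-3-3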
p47phox inh: p47phox/p22phox peptide binding inhibitors, primary screen, biochemical, uHTS, NADPH oxidase regulatory subunit. 220,000 tested, 0.53% active. fluorescence polarization, 2 h. Neutrophil cytosol factor 1 (Homo sapiens), P14598. inhibition, % at 24.7 µM;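 active = inhibition above about 30%, limit read from the data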;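 also: 0% = p47phox with labelled peptide and 100% = labelled peptide alone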
Runt-CBFb FRET: inhibitors of RUNX1 Runt–CBFb binding, primary screen, biochemical, FRET, Cerulean-Runt, Venus-CBFb, uHTS. Runt-related transcription factor 1 (Homo sapiens) + Core-binding factor subunit beta …. Cerulean-Runt/Venus-CBFb FRET ratio 530/480, 1 h. inhibition, % at 20 µM. 220,000 tested, 0.46% active. AID 1496, 2009;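 active = inhibition over about 50% at 20 µM in the single-dose screen, limit read from the data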;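 also: 0% = DMSO wells and 100% = excess unlabeled CBFb competitor control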
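Schedule: protein complex preformed 1 h, compound exposure 1 h, room temperature, dark; test system: Cerulean-labeled Runt domain protein; amount: 100 nM per protein; buffer or medium: Tris 50 mM pH 7.5, KCl, K2SO4, 0.01% BSA; read-out: loss of energy transfer signal; detection: FRET fluorescence; controls: 5 µM unlabeled CBFb as full-inhibition high control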
TbHK1 inh: Trypanosoma brucei hexokinase 1 inhibitors, primary screen, biochemical, G6PDH-coupled NADH absorbance, MLSCN library; hexokinase 1 [Trypanosoma brucei]; recombinant TbHK1, G6PDH-coupled NADH A340; inhibition, % at 10 µM; 220,000 tested, 0.11% active; AID 1430, 2008;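 active = inhibition of 50% or more in the single-dose primary screen; inactive = inhibition below 50%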
Hck Nef HTS: inhibitors of Nef-activated human Hck kinase, primary screen, biochemical, Z-Lyte FRET, 384-well, Hck-YEEI; 220,000 tested, 0.68% active; inhibition, % at 20 µM; Tyrosine-protein kinase HCK (Homo sapiens), P08631; AID 463187, 2010; Recombinant Hck-YEEI plus Nef, Z-Lyte FRET kinase assay;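 active = Hck-Nef kinase inhibition above about 50%, limit read from the data; inactive = inhibition below that limit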;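 also: 0% = DMSO with Hck plus Nef and 100% = Hck alone without Nef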
EBV gp42 inh: Epstein-Barr virus gp42 inhibitors, primary screen, biochemical, uHTS, fluorescence polarization | Glycoprotein 42 (Epstein-Barr virus (strain AG876)), Q1HVG2 | Fluorescence polarization binding assay, mP read-out | inhibition, % (tested at 21.74 µM) | 220,000 tested, 0.42% active; in the data active = inhibition above about 50%
Target sequence (Q1HVG2 whole entry, looked up): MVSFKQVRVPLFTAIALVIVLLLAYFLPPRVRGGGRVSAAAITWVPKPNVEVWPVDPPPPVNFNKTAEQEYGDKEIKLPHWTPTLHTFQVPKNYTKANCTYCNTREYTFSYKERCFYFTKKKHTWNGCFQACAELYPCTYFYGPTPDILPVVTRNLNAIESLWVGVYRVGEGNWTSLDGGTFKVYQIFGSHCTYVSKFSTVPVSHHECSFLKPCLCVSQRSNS
Numbers without * were called inactive; nt = no result given; [ ] = another dose, or the depositor's remark.

[1] CCOC(=O)N1CCN(S(=O)(=O)c2c(C)nn(C)c2C)CC1
[2] Cc1ccc(C(=O)Nc2ccc(CN3CCS(=O)(=O)CC3)cc2)cc1C
[3] NS(=O)(=O)c1ccc(N/N=C/c2ccc3c(c2)OCO3)c([N+](=O)[O-])c1
[4] c1ccc(COc2ccc(OCCCN3CCCCC3)cc2)cc1
[5] Cc1cccc(N2CCN(C(=S)c3ccccc3)CC2)c1
[6] COc1cccc(NS(=O)(=O)c2ccc3[nH]cc(C(=O)NCCC(C)C)c(=O)c3c2)c1
[7] Oc1ccc(C2=NNC(=NCc3ccc4c(c3)OCO4)SC2)c(O)c1
[8] CC(NC(=O)Cn1ncc(Cl)c(Cl)c1=O)C12CC3CC(CC(C3)C1)C2 (configuration not stated)

| Assay by compound | 1 | 2 | 3 | 4 | 5 | 6 | 7 | 8 |
| --- | --- | --- | --- | --- | --- | --- | --- | --- |
| L929 necroptosis | 0.3 | 0.2 | 0.4 | 0.3 | 0.1 | 1.0 | -0.8 | -0.7 |
| Mdm2 ligase inh | nt | -13 | -13 | -1 | nt | -8 | -12 | 99* |
| Runt-SMMHC FRET | 1 | 0 | 5 | 0 | -2 | 5 | -13 | -6 |
| 14-3-3 Bad PPI | -11 | 1 | 29 | 69 | -3 | nt | -8 | -2 |
| p47phox inh | -8 | -18 | 8 | 3 | 2 | nt | -25 | -8 |
| Runt-CBFb FRET | 0 | 0 | 2 | 1 | 2 | 1 | 20 | -2 |
| TbHK1 inh | 4 | -2 | -12 | 6 | 9 | -5 | -18 | 9 |
| Hck Nef HTS | -1 | -3 | 1 | 1 | -9 | 0 | 17 | 20 |
| EBV gp42 inh | -15 | -17 | 19 | 7 | -4 | nt | -10 | -13 |

[9] O=C(NC(=S)Nc1ccc(S(=O)(=O)Nc2ccccc2)cc1)C1CC1
[10] O=c1c2cc(NC(=S)NC3CCCCC3)ccc2nc2n1CCCCC2
[11] O=C(c1cc2ccccc2c(=O)o1)N1CCCCCC1
[12] Cc1ccc(S(=O)(=O)NCCCN2CCOCC2)c(C)c1
[13] Cc1cc(C(=O)CSc2nnc(N)s2)c(C)n1-c1c(C)n(C)n(-c2ccccc2)c1=O
[14] C=COCCNC(=S)Nc1cccc(Cl)c1
[15] O=C(Oc1c(-c2ccccc2)c(=O)n2c3c(cccc13)CC2)c1ccco1
[16] CCOCCCNC(=S)N1CCN(CC)CC1

| Assay by compound | 9 | 10 | 11 | 12 | 13 | 14 | 15 | 16 |
| --- | --- | --- | --- | --- | --- | --- | --- | --- |
| L929 necroptosis | -2.1 | 11 | nt | 0.6 | -0.3 | -0.1 | 0.0 | 1.5 |
| Mdm2 ligase inh | -12 | -7 | 7 | -9 | -1 | -4 | -3 | -14 |
| Runt-SMMHC FRET | -2 | 0 | -3 | 4 | 1 | 4 | -2 | -2 |
| 14-3-3 Bad PPI | -6 | -3 | -11 | 7 | -7 | -10 | 5 | 19 |
| p47phox inh | -8 | 1 | 2 | -9 | -7 | -3 | -5 | 1 |
| Runt-CBFb FRET | 0 | -8 | 0 | 0 | 1 | 2 | -2 | -1 |
| TbHK1 inh | 0 | -12 | -7 | -4 | -10 | -3 | -10 | 3 |
| Hck Nef HTS | 16 | -6 | 2 | 2 | 5 | 21 | -124 | 5 |
| EBV gp42 inh | 15 | 7 | -3 | -15 | -17 | -2 | -16 | 3 |

Sorted by value in Runt-CBFb FRET (rising): six of the compounds above.
nr | mol | Mdm2 ligase inh | Runt-SMMHC FRET | 14-3-3 Bad PPI | p47phox inh | Runt-CBFb FRET | TbHK1 inh | Hck Nef HTS | EBV gp42 inh
10 | O=c1c2cc(NC(=S)NC3CCCCC3)ccc2nc2n1CCCCC2 | -7 | 0 | -3 | 1 | -8 | -12 | -6 | 7
15 | O=C(Oc1c(-c2ccccc2)c(=O)n2c3c(cccc13)CC2)c1ccco1 | -3 | -2 | 5 | -5 | -2 | -10 | -124 | -16
16 | CCOCCCNC(=S)N1CCN(CC)CC1 | -14 | -2 | 19 | 1 | -1 | 3 | 5 | 3
12 | Cc1ccc(S(=O)(=O)NCCCN2CCOCC2)c(C)c1 | -9 | 4 | 7 | -9 | 0 | -4 | 2 | -15
13 | Cc1cc(C(=O)CSc2nnc(N)s2)c(C)n1-c1c(C)n(C)n(-c2ccccc2)c1=O | -1 | 1 | -7 | -7 | 1 | -10 | 5 | -17
14 | C=COCCNC(=S)Nc1cccc(Cl)c1 | -4 | 4 | -10 | -3 | 2 | -3 | 21 | -2

The listing continues:
[17] O=C(CCS(=O)(=O)c1ccc(Br)cc1)N1CCN(c2ccc(Cl)cc2)CC1
[18] Cc1ccc(C2=NNC3(CCOC(C)(C)C3)S2)cc1 (configuration not stated)
[19] Cc1cc(N2CCCC2)c(F)cc1/C=C\[N+](=O)[O-]
[20] CCc1cc(C(=O)Nc2cc(S(=O)(=O)N(C)C)ccc2C)sc1C
[21] c1ccc(Cn2c(NCc3ccccn3)nc3ccccc32)cc1
[22] CSc1nc(Oc2ccc3ccccc3c2)c2sccc2n1
[23] O=C(NCc1ccc(N2CCCC2=O)cc1)c1cnccn1
[24] Cc1cccc(N2CCN(C(=O)c3cc4c(=O)n(C)c5ccccc5c4n3C)CC2)c1C

| Assay by compound | 17 | 18 | 19 | 20 | 21 | 22 | 23 | 24 |
| --- | --- | --- | --- | --- | --- | --- | --- | --- |
| L929 necroptosis | -0.1 | -1.4 | -2.0 | 18 | -0.6 | 0.8 | 0.4 | 0.7 |
| Mdm2 ligase inh | -19 | 1 | -25 | 0 | -7 | 8 | -17 | -7 |
| Runt-SMMHC FRET | 2 | 7 | -58 | 3 | 4 | 0 | -4 | -7 |
| 14-3-3 Bad PPI | -12[fluorescence artefact?] | -14 | -1 | -3 | -11 | -3 | 3 | 12 |
| p47phox inh | 0 | -2 | 79* | 3 | -6 | -7 | -1 | -9 |
| Runt-CBFb FRET | -2 | 1 | 1 | -1 | 0 | -2 | 2 | -25 |
| TbHK1 inh | -2 | 1 | 2 | 1 | -6 | -5 | -4 | -8 |
| Hck Nef HTS | 1 | 23 | -22 | -81 | 21 | -2 | 3 | 1 |
| EBV gp42 inh | -1 | -18 | -67 | -13 | -3 | 2 | -17 | -4 |

Part of the list above in order of molecular weight, smallest number first:
[19] Cc1cc(N2CCCC2)c(F)cc1/C=C\[N+](=O)[O-]
[18] Cc1ccc(C2=NNC3(CCOC(C)(C)C3)S2)cc1 (configuration not stated)
[20] CCc1cc(C(=O)Nc2cc(S(=O)(=O)N(C)C)ccc2C)sc1C
[17] O=C(CCS(=O)(=O)c1ccc(Br)cc1)N1CCN(c2ccc(Cl)cc2)CC1

| Assay by compound | 19 | 18 | 20 | 17 |
| --- | --- | --- | --- | --- |
| L929 necroptosis | -2.0 | -1.4 | 18 | -0.1 |
| Mdm2 ligase inh | -25 | 1 | 0 | -19 |
| Runt-SMMHC FRET | -58 | 7 | 3 | 2 |
| 14-3-3 Bad PPI | -1 | -14 | -3 | -12[fluorescence artefact?] |
| p47phox inh | 79* | -2 | 3 | 0 |
| Runt-CBFb FRET | 1 | 1 | -1 | -2 |
| TbHK1 inh | 2 | 1 | 1 | -2 |
| Hck Nef HTS | -22 | 23 | -81 | 1 |
| EBV gp42 inh | -67 | -18 | -13 | -1 |

Values by screen from above.
Nos. 21 to 24 in Hck Nef HTS, in turn: 21, -2, 3, 1
Nos. 21 to 24 in TbHK1 inh, in turn: -6, -5, -4, -8
Nos. 21 to 24 in 14-3-3 Bad PPI, in turn: -11, -3, 3, 12

New compounds follow:
[25] O=C(COC(=O)CCC(=O)c1ccc(Cl)cc1)NCCc1ccccc1
[26] Cc1cc(=O)oc2c(CN3CCCCC3)c(O)c(Cl)cc12
[27] NNC(=O)c1cc(Cl)ccc1Cl
[28] COc1ccc(CNC(=O)C/C(C)=N/NC(=O)c2cnccn2)cc1
[29] O=C(CSc1cccc[n+]1[O-])c1ccccc1Br

| Assay by compound | 25 | 26 | 27 | 28 | 29 |
| --- | --- | --- | --- | --- | --- |
| L929 necroptosis | 1.5 | 0.1 | 0.2 | 1.0 | 11 |
| Mdm2 ligase inh | -12 | -13 | 1 | -2 | -9 |
| Runt-SMMHC FRET | 1 | 134* | -2 | -2 | 2 |
| 14-3-3 Bad PPI | -3 | 73*[fluorescence artefact?] | -1 | -12 | 3 |
| p47phox inh | 2 | -4 | 9 | 1 | -3 |
| Runt-CBFb FRET | -6 | 62* | 0 | 1 | -1 |
| TbHK1 inh | -1 | -22 | 5 | 2 | 11 |
| Hck Nef HTS | 24 | 125* | 1 | 24 | -17 |
| EBV gp42 inh | -8 | 8 | -1 | -12 | -5 |

The order is random; any-hit rate near 3.2%.
